# From PubChem
# SV40 large T antigen – TAg ATPase/helicase activity blockers – biochemical (AID 1903); SV40 large T antigen ATPase/helicase inhibition assay; higher % means a stronger effect; inhibition, % at 20 µM; hits with a dose series show IC50 in µM; 310,000 compounds, 0.39% hits; in the data active = a potency from the dose series; inconclusive = inhibition mostly from about 32% at the one dose, without a potency; inactive = the rest, 99 in 100 with inhibition below about 32%; also: strong numbers were not always called active
# MgcRacGAP inhibition – MgcRacGAP GTPase-activating activity inhibitors, confirmation, biochemical, ADP Hunter fluorescence. 340,000 compounds, 0.6% hits. MgcRacGAP-stimulated Rac1 GTP hydrolysis, ADP Hunter fluorescence; higher % means a stronger effect; GST-tagged Rac1 F28L mutant substrate. inhibition, % at 30 µM, or IC50 in µM where a hit was titrated. AID 624330;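 active = first-screen hits whose inhibition reached a set limit at any dose in the follow-up dose series; inconclusive = inhibition above the set first-screen limit but never retested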;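 also: fluorescence reports GDP produced by GAP-driven GTP hydrolysis; strong numbers were not always called active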
# RSV CPE inhibition – RSV antiviral activity via CPE protection, HEp-2 cells, primary 10 µM value included (AID 2391) | HEp-2 cells, RSV-induced CPE inhibition; higher % means a stronger effect | one-dose CPE inhibition, % at 10 µM; IC50 in µM for titrated hits | 310,000 compounds, 0.13% hits; in the data active = a potency from the dose series; inconclusive = CPE inhibition mostly from about 23% at the one dose, without a potency; inactive = the rest, 99 in 100 with CPE inhibition below about 21%; also: strong numbers were not always called active
# K1F lysis inhibition – inhibition of K1F phage lysis, E. coli UTI89, bacterial capsule biogenesis inhibitors, alamar blue (AID 488966); E. coli UTI89 K1F phage lysis, alamar blue, 2 h; higher % means a stronger effect; one-dose inhibition, % at 100 µM; IC50 in µM for titrated hits; 340,000 compounds, 0.02% hits;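 active = phage lysis inhibition, versus mean bacterial control, above a set limit; inconclusive = no clear call, values can overlap the other calls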;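 also: capsule biogenesis inhibitors block K1F phage lysis so surviving cells raise fluorescence; higher fluorescence means more inhibition of phage lysis; actives were called in the ten point dose series up to 300 µM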
# West Nile virus CPE – West Nile virus antiviral activity, cell-based, CPE readout (AID 1621); West Nile virus-infected cells, CPE inhibition; higher % means a stronger effect; CPE inhibition, % at 10 µM; hits with a dose series show IC50 in µM; 290,000 compounds, 0.02% hits; in the data active = a potency from the dose series; inconclusive = CPE inhibition mostly from about 3.7% at the one dose, without a potency; inactive = the rest, 99 in 100 with CPE inhibition below about 2.2%; also: strong numbers were not always called active
# Dengue-2 NS5 capping – flavivirus cap methylation enzyme inhibition – biochemical, confirmation dose response, primary screen (AID 588689). Dengue-2 NS5 methyltransferase capping enzyme assay, biochemical; higher % means a stronger effect. inhibition, % at 25 µM; hits with a dose series show IC50 in µM. 340,000 compounds, 0.3% hits; in the data active = a potency from the dose series; inconclusive = inhibition above about 29% without an active follow-up result
# NTR1 agonist – agonists of NTR1, primary screen, imaging, U2OS cells, beta-arrestin-GFP, high content (AID 493036) | P30989 | NTR1-U2OS beta-arrestin-GFP spot imaging, agonist mode | activation, % at 20 µM | 330,000 compounds, 0.17% hits;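 active = activation at or above 40% of the spot to cytoplasm intensity ratio, with at least 20 cells analyzed; inconclusive = wells under 20 cells, flagged as cytotoxic or low count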;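 also: 0% = DMSO without peptide and 100% = 100 nM NTR1 peptide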
# Target sequence (P30989 whole entry, looked up): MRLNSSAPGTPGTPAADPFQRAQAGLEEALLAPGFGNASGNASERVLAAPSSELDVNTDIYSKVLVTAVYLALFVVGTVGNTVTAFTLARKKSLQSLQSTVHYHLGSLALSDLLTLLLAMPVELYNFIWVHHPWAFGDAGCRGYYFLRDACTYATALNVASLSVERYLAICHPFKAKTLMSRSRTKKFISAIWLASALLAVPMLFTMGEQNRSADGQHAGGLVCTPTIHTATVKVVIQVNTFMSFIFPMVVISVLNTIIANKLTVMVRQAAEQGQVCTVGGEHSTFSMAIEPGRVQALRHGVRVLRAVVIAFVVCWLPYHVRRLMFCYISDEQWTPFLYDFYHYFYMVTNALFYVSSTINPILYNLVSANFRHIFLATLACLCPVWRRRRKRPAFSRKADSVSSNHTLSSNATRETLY
# AID2073 – inhibitors of Mint1-CaV2.2 protein interaction, biochemical, HTRF (AID 2073); HTRF protein-protein interaction, Mint1-CaV2.2; higher % means a stronger effect; inhibition, % at 20 µM, or IC50 in µM where a hit was titrated; 290,000 compounds, 0.19% hits; in the data active = inhibition mostly above about 51%, no sharp cut-off; inconclusive = no clear call, values can overlap the other calls; inactive = mostly below about 53%; also: some results filed as inactive read as strong as hits
# Siah-1 displacement – Siah-1 peptide-binding antagonists, primary screen, biochemical, fluorescence polarization, rhodamine-plectin, uHTS (AID 1817) | displacement, % at 20 µM, or IC50 in µM where a hit was titrated | Siah-1 / rhodamine-plectin peptide fluorescence polarization; higher % means a stronger effect | 290,000 compounds, 0.02% hits;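 active = displacement of at least 50% at 20 µM, with a fluorescence ratio check between 0.3 and a set limit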;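 also: plate controls were Siah plus tracer with DMSO for no effect and tracer alone without Siah for full effect; strong numbers were not always called active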
# NTR1 agonist cell count 20 µM – recorded beside NTR1 agonist, whose call it bears; cell count; measured here: cell count, cytotoxicity flag
# Dengue-2 NS5 capping pilot replicate – further read-out of Dengue-2 NS5 capping, marked with its call; inhibition, %; measured here: pilot screen replicate inhibition
# * hit, by the source's call; ? = inconclusive; . = not tested or not shown; [ ] = another dose, or the depositor's remark.
SMILES,SV40 large T antigen,MgcRacGAP inhibition,RSV CPE inhibition,K1F lysis inhibition,West Nile virus CPE,Dengue-2 NS5 capping,NTR1 agonist,NTR1 agonist cell count 20 µM,AID2073,Siah-1 displacement,others
COc1ccc(/C=N/NC(=O)c2ccc3c(c2)OCO3)cc1,8%,8%,1.6%,0.4%,-0.4%,-5%,-1.4,79,-2%,9%,
O=C1/C(=C/c2ccccc2)Nc2ccccc21,14%,7%,8.5%,-6.1%,.,?,0.5,76,-1%,1%,
CCOC(=O)C1=C(N)n2c(s/c(=C/c3ccco3)c2=O)=C(C(=O)OC)C1c1ccco1 (stereo not drawn),?,12%,-1.1%,0.5%,-0.9%,8%,.,.,48%,18%,
N#CCCN(C(=O)CSc1nc2ccccc2c(=O)[nH]1)c1ccc(F)cc1,.,-2%,.,0.1%[50 µM],.,8%,-1.3,72,.,.,
CCOC(=O)C1=NN(c2ccccc2)C2C(=O)N(c3ccccc3OC)C(=O)C12 (stereo not drawn),5%,6%,0.7%,-0.6%,0.2%,8%,-1.1,49,30%,1%,
Cc1cccc(NC(=S)NNC(=O)c2ccc(Br)o2)c1,27%,12%,1.3%,-0.3%,.,-2%,-1.5,66,-4%,1%,
CCOC(=O)C1(C)NC(c2cccs2)C2C(=O)N(c3ccc(OC)cc3)C(=O)C21 (stereo not drawn),-1%,.,-1.3%,.,0.1%,.,0.5,83,-2%,5%,
COc1cc(NC(=O)CSc2nccc(C)n2)c(C(=O)O)cc1OC,1%,3%,0.6%,-0.1%,-0.1%,-2%,0.7,87,-5%,-4%,
O=C(CCSCc1ccc(Cl)cc1)NCc1ccco1,10%,2%,0.7%,-0.3%,-1.1%,2%,-1.5,63,-10%,0%,
S=C1NCCc2ccccc2C1c1ccccc1Cl (stereo not drawn),31%,1%,1.1%,11%,0.0%,-8%,2.3,58,15%,2%,
Cc1ccc(-n2c(SCC(=O)N3Cc4ccccc4CC3C(=O)O)nnc2-c2cccnc2)c(C)c1 (stereo not drawn),0%,9%,-0.7%,0.3%,0.1%,-6%,1.3,94,3%,2%,
CCC(C)C(NC(=O)C(C)NC(=O)CNC(=O)OC(C)(C)C)C(N)=O (stereo not drawn),21%,1%,-0.9%,-1.8%,0.4%,-1%,-0.5,38,6%,8%,
CNC(=S)N(CCO)Cc1cc2cc3c(cc2[nH]c1=O)OCCO3,14%,13%,-0.1%,0.2%,0.7%,-5%,-1.8,77,-14%,-5%,
O=C(CSc1nnc2ncccn12)Nc1cccc2ccccc12,7%,4%,2.9%,-1.4%,0.6%,-4%,2.1,56,2%,3%,
COc1ccc(CNC(=O)c2onc(C)c2Cl)cc1,7%,-6%,1.4%,0.0%,-0.1%,-6%,-0.6,90,4%,14%,
Cc1ccc(-c2onc3ccc(Br)cc23)cc1,3%,11%,1.4%,0.2%,-0.2%,-7%,2.6,69,37%,0%,
CC(=O)Nc1ccc2nc(-c3cccn3C)[nH]c2c1,4%,7%,2.5%,0.2%,-0.4%,-10%,-1.3,67,15%,1%,
CCCOc1ccc2oc(=O)c3c(c2c1)CCCN3C(=O)CN1CCN(c2ncccn2)CC1,.,-12%,1.7%,-0.7%,0.1%,3%,1.4,53,1%,1%,
CCOC(=O)C1=C(C)NC(=O)NC1c1ccccc1OCc1c(F)cccc1Cl (stereo not drawn),12%,-3%,2.6%,2.0%,-0.5%,-10%,1.0,57,-4%,5%,
CC(=O)Nc1nc(C2COc3ccccc3O2)cs1 (stereo not drawn),20%,11%,1.3%,0.5%,0.1%,-4%,-0.1,45,2%,6%,
CCCC(=O)Nc1ccc(NC(=O)c2cccc(OC)c2)cn1,12%,-5%,-1.2%,-0.1%,-0.3%,-3%,0.4,67,0%,2%,
Cc1ccc(Cn2c(NS(=O)(=O)c3ccccc3)nc3ccccc32)cc1,2%,1%,4.2%,0.1%,-1.1%,-2%,1.5,96,0%,7%,
CCC(C)(C)n1nnnc1C(c1ccc2ncccc2c1)N1CCN(c2ccc(O)cc2)CC1 (stereo not drawn),35µM*,?,2.4%,0.9%,-0.2%,6%,-0.7,52,-52%,11%,
Cc1nonc1C(=O)N/N=C/c1ccc(O)c(O)c1,3.8µM*,19µM*,0.7%,1.9%[50 µM],0.2%,-5%,1.5,45,-36%,-8%,
O=C(CSc1nnc(CNC(=O)c2ccccc2)o1)Nc1ccc2c(c1)OCCO2,16%,8%,1.3%,0.6%[50 µM],-0.5%,6%,-0.2,66,0%,1%,
N#Cc1ncc(-c2ccc3c(c2)OCCOCCOCCOCCO3)nc1C#N,3%,10%,1.6%,-0.1%,-1.1%,-7%,0.0,52,-10%,5%,
O=C(NC1CCCCC1)c1ccc(-c2cccc([N+](=O)[O-])c2)o1,10%,8%,7.5%,2.1%[50 µM],-0.4%,-1%,2.7,59,10%,-1%,
COc1cc2nc3c4ccccc4n(CC#N)c3nc2cc1OC,4%,.,.,.,0.3%,.,-3.3,92,5%,6%,
COc1ccc(S(=O)(=O)Cc2ccc(C(=O)N3CCc4ccccc4C3)o2)cc1,2%,4%,2.9%,8.4%,-0.4%,-2%,3.2,65,-1%,-4%,
COc1ccc(S(=O)(=O)NCc2ccncc2)cc1NC(=O)c1ccccc1F,.,4%,-0.2%,0.5%[50 µM],.,-5%,-2.4,59,.,.,
Cc1[nH]c2ccccc2c1SCC(=O)NC1CCCCC1,6%,4%,6.7%,-1.7%,-0.6%,-11%,0.2,41,-3%,18%,
COc1cccc(/C(O)=C/C(=O)C(=O)Nc2ccc(S(=O)(=O)NC(C)=O)cc2)c1,5%,9%,1.7%,0.0%,0.9%,-1%,-1.9,54,0%,0%,
COc1cccc(CN(C)Cc2nc(Cc3ccccc3Cl)no2)c1,20%,-3%,0.8%,0.4%,-0.7%,-9%,0.1,98,9%,2%,
CCOc1ccc(-c2cc3cc(OC)c(OC)cc3c(C)n2)cc1,3%,3%,4.1%,1.6%,-0.2%,7%,5.4,65,8%,6%,
O=c1cc(Nc2ccc3c(c2)OCCO3)[nH]c(=O)n1C1CCCCC1,6%,4%,0.2%,-0.4%,?,-4%,1.2,51,2%,-1%,
CC(=O)NNc1ncnc2c1cnn2-c1ccccc1,7%,-9%,-1.2%,-0.4%,-0.1%,-3%,0.0,53,-1%,1%,
O=C(O)C1C(c2ccccc2)C(C(=O)Oc2ccc(O)cc2)C1c1ccccc1 (stereo not drawn),24%,10%,3.0%,0.7%,-0.2%,-4%,-0.9,58,9%,1%,Dengue-2 NS5 capping pilot replicate=-0.3
Cc1cccc(OCc2nn[nH]n2)c1C,7%,3%,1.2%,0.2%,-0.3%,-4%,-1.4,58,8%,1%,
CCOCCCNc1nc2nc3ccc(C)cn3c(=O)c2cc1C(=O)NCC1CCCO1 (stereo not drawn),6%,17%,-1.5%,0.0%,-0.1%,11%,1.7,39,15%,1%,
COc1ccc(C(=O)Nc2sc(C)c(C)c2CN2CCOCC2)cc1,2%,11%,2.1%,2.8%[50 µM],0.0%,-4%,0.4,62,8%,-4%,
COC(=O)Cn1c(Cc2ccccc2)nc2ccccc21,3%,7%,0.5%,0.0%,-1.3%,-5%,0.6,62,10%,5%,
CCCCCC(O)(CCN1CCCCC1)c1ccccc1 (stereo not drawn),23%,14%,0.0%,-0.7%[50 µM],-0.8%,-5%,-0.2,88,8%,8%,
CCN=C(N/N=C/c1ccc([N+](=O)[O-])cc1)SC,8%,11%,0.4%,0.2%,-0.2%,-14%,-1.6,78,21%,1%,
O=C(COc1ccc2ccccc2c1)NNC(=O)c1ccc([N+](=O)[O-])cc1,25%,11%,-1.4%,-0.5%,-0.4%,0%,-1.1,93,42%,15%,
CCC1=C(OC(=O)N(CC)CC)N2C(=O)OC(=NCC3CC3)[C@]2(C)[C@H]2C1=CC[C@H]1C(=O)N(C)C(=O)[C@H]12,-9%,0%,1.7%,0.0%,-0.1%,-4%,0.0,95,5%,1%,
O=C(NNc1nc(-c2ccccc2)c2cc(Br)ccc2n1)c1ccc(S(=O)(=O)N2CCOCC2)cc1,9%,1%,8.1%,0.6%,-0.2%,-10%,0.5,74,10%,-7%,
Cc1ncc(CO)c(/C=N/NC(=O)c2cc(Br)ccc2O)c1O,4%,5%,0.1%,-0.7%,-0.5%,-32%,-0.9,55,15%,-2%,
O=C(Cn1nc(-c2ccccc2)c2ccccc2c1=O)NCCO,4%,10%,3.6%,0.2%,0.1%,-10%,-0.4,55,8%,0%,
O=C(OCC(=O)N1CCOCC1)c1ccc[nH]c1=O,9%,6%,1.1%,0.2%,-0.5%,-3%,-2.2,80,7%,4%,
CCOC(=O)CSc1nc2sc(C)c(C)c2c(=O)[nH]1,2%,8%,1.8%,0.1%,0.2%,4%,-0.6,60,-2%,-4%,
Cc1ccc(/C=C/C(=O)c2ccccc(=O)c2O)cc1C,9%,17%,-2.3%,1.5%[50 µM],?,20%,.,.,17%,32%,
CN1/C(=C/C(=O)c2ccc(Cl)cc2)Sc2cc3c(cc21)OCO3,17%,7%,2.4%,1.4%,-0.5%,24%,6.6,40,18%,-1%,
CCOC(=O)c1c(C)nc2sc3c(=O)n(-c4ccc(OC)cc4)cnc3c2c1-c1ccc(OC)cc1,4%,16%,0.0%,0.9%,-0.3%,-6%,2.1,38,21%,-2%,
Cc1nc2ccc(Br)cc2c2c1CC(CO)O2 (stereo not drawn),10%,.,3.5%,0.0%,0.3%,-7%,-0.6,84,20%,4%,
CCOC(=O)c1cc(=O)n2nc(-c3ccccc3F)nc2s1,12%,11%,5.3%,0.2%,0.1%,-6%,0.6,78,25%,-5%,
Cc1cccc(OCCCC(=O)NNC(=O)c2ccc(F)cc2)c1,.,3%,1.5%,1.1%[50 µM],.,-4%,-0.4,98,.,.,
O=C1CC(c2ccc(F)cc2)CC(O)=C1C=NCCN1CCNCC1 (stereo not drawn),11%,11%,3.7%,0.5%,-0.2%,2%,-2.2,74,.,.,
CCN(CC(=O)Nc1ccc(OC)cc1)C(=O)CCS(=O)(=O)c1ccc(C)cc1,25%,6%,1.3%,0.1%,-0.3%,1%,0.1,47,6%,8%,
